EBNA-1 inh: EBNA-1 DNA-binding inhibitors, primary screen, biochemical, fluorescence polarization; inhibition, % at 14.8 µM; 0.34% of 300,000 active; AID 1950, 2009; in the data active = inhibition above about 28%
MEX-5 binding: MEX-5 zinc finger RNA-binding disruptors – biochemical, C. elegans, fluorescence polarization, MLPCN library, primary screen. Zinc finger protein mex-5 (Caenorhabditis elegans), Q9XUB2. MEX-5/FITC-TCR2 RNA binding; stronger effect = lower value. activity score (negative = inhibition of binding), % at 10 µM. 0.38% of 300,000 active;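 active = inhibition past about -25% in most replicates, and total fluorescence under double the plate's negative control median, limit read from the data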;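 note: 0% = DMSO and -100% = 5 µM competing unlabeled TCR2 RNA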
Target sequence (Q9XUB2 whole entry, looked up): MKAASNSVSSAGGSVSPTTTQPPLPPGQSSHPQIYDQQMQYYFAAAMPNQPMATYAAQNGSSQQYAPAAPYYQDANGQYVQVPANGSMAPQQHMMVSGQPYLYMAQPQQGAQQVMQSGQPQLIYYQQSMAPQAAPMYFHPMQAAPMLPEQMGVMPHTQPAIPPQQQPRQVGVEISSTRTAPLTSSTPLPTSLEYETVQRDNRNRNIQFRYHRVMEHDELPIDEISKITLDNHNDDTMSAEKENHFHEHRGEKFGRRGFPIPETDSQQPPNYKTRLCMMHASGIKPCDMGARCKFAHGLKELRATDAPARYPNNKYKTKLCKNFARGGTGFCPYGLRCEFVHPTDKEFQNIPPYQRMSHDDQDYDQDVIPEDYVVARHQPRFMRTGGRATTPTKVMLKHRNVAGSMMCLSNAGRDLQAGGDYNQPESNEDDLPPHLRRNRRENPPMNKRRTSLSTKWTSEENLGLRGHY
Bcl-xL primary: inhibitors of human Bcl-xL, primary screen, biochemical, fluorescence polarization, HTS. Bcl-2-like protein 1 (Homo sapiens), Q07817. GST-Bcl-xL / FITC-Bim BH3 peptide fluorescence polarization. inhibition, % at 10.9 µM. 0.7% of 320,000 active. AID 2129, 2009;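 active = inhibition above the mean of all tested compounds plus 3 SD, cutoff set per campaign, cut at about 30% in these data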;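 note: 0% = DMSO wells and 100% = unlabeled Bim-BH3 peptide competitor; inhibitors lower millipolarization by displacing the labeled peptide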
Target sequence (Q07817 whole entry, looked up): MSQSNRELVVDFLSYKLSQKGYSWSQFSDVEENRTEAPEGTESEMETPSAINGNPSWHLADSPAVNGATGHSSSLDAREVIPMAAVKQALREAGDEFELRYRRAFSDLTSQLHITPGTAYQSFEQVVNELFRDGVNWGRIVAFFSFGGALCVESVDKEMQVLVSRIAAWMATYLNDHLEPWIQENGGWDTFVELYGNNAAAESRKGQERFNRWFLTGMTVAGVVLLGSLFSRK
Yeast superoxide: reduction of superoxide in aged yeast, primary screen, HTS. superoxide response (% of plate mean), % at 10 µM. 0.18% of 330,000 active. S. cerevisiae aged cells, superoxide DHE fluorescence; stronger effect = lower value;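 active = superoxide response under a set limit, about three screen SD below normal, cut at about 65% in these data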;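 note: yeast aged for seven days with compound at 30 °C before DHE staining; 100% = average MFI of all compound-treated wells on the plate with controls excluded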
GLD-1 TGE inh: GLD-1/TGE RNA complex disruptors, primary screen, biochemical, fluorescence polarization | Female germline-specific tumor suppressor gld-1 (Caenorhabditis elegans), Q17339 | purified GLD-1 + fluorescein TGE RNA | inhibition, % at 5.96 µM | 0.44% of 320,000 active | AID 2280, 2010;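 active = percent inhibition above a per-plate cutoff, the plate mean of test compounds plus 3 SD, cut at about 30% in these data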;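 note: 0% = DMSO wells with GLD-1 and probe and 100% = wells lacking GLD-1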
ZTA counter: ZTA (EBV) inhibition in EBNA-1 counter-screen; ZTA-DNA binding, fluorescence polarization; 0.15% of 320,000 active; AID 2234; inhibition, % at 11 µM; P03206; in the data active = inhibition above about 33%
Efflux pump mplx: inhibitors of Candida efflux pumps in yeast, primary screen, S. cerevisiae, Nile Red, multiplex. S. cerevisiae Candida pump triplex. inhibition, % at 10 µM. 0.44% of 330,000 active;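 active = plate passing quality check with inhibition over a set limit, or well fluorescence over plate mean plus 4 SD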;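 note: Nile Red retained in pooled yeast measured as flow cytometry median fluorescence; 0% = buffer negative control and 100% = Enniatin B positive control; higher means more Nile Red kept so more efflux inhibition; some compounds called inactive have numbers as strong as hits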
Fam108B counter: mouse Fam108B serine hydrolase inhibitors, primary screen, counter-screen for RBBP9 inhibitor project, biochemical, fluorescence polarization. AID 1947, 2009. inhibition, % at 9.51 µM. 0.33% of 300,000 active. recombinant Fam108B, FP-Rh probe fluorescence polarization;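 active = inhibition above the screen mean inhibition plus 3 SD, computed separately per campaign, cut at about 18% in these data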;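 note: inhibitors lower polarization as less probe binds the enzyme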
MCL1-BIM inh: inhibitors of MCL1 binding to BIM-BH3, primary screen, biochemical, fluorescence polarization. Induced myeloid leukemia cell differentiation protein Mcl-1 (Homo sapiens), Q07820. GST-MCL1 / FITC-Bim-BH3 fluorescence polarization. inhibition, % at 10.9 µM. 0.68% of 320,000 active;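 active = inhibition above the mean inhibition of all tested compounds plus 3 SD, set per campaign, cut at about 40% in these data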;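 note: 0% = DMSO wells and 100% = unlabeled Bim-BH3 peptide control; higher means more loss of mP so more displacement of Bim peptide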
Target sequence (Q07820 whole entry, looked up): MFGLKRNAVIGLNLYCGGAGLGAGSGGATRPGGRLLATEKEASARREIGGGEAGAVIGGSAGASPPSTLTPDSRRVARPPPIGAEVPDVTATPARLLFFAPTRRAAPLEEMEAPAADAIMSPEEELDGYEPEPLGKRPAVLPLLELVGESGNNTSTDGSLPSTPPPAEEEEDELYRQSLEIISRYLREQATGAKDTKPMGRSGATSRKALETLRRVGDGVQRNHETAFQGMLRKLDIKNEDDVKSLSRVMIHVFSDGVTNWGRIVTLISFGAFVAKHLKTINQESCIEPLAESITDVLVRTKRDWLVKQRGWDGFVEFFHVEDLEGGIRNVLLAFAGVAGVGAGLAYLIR
* hit, by the source's call; . = no result given.

compound,EBNA-1 inh,MEX-5 binding,Bcl-xL primary,Yeast superoxide,GLD-1 TGE inh,ZTA counter,Efflux pump mplx,Fam108B counter,MCL1-BIM inh
CC(=O)c1c(O)cc(=O)n(-c2ccccc2)c1-c1ccc(Cl)cc1,2,1.0,-2,120,-2,-8,0.8,0,-5
Cc1ccc(S(=O)(=O)N2CCC(C(=O)OC(C)C(=O)NC(N)=O)CC2)cc1C (stereo not drawn),-11,1.2,-7,118,0,1,0.0,2,-18
O=C1CCCN1CC(O)CS(=O)(=O)Cc1ccccc1Cl (stereo not drawn),-7,1.9,-1,130,-6,-4,1.2,1,-5
Clc1ccc(-c2nnc(NCc3ccccc3)c3ccccc23)cc1,4,0.7,10,102,-1,-2,-0.3,-6,6
CCOc1cc(NS(=O)(=O)c2ccc(Cl)cc2)c(OCC)cc1NC(=O)CC(C)C,8,1.1,5,69,5,6,0.1,8,5
COC(=O)CCN(C(=O)c1ccc(N2CCCCC2)c([N+](=O)[O-])c1)c1ccccn1,-11,-0.5,10,106,5,9,0.0,1,2
Cc1onc(C(=O)NCc2ccccn2)c1[N+](=O)[O-],-4,0.0,4,91,-3,7,-0.1,1,6
CCOC(=O)N1CCN(S(=O)(=O)c2ccc3c(c2)CC(C)N3C(C)=O)CC1 (stereo not drawn),-5,-0.9,3,100,3,-13,0.1,-1,0
CC(NC(=O)c1cccc(Cn2cc([N+](=O)[O-])cn2)c1)c1ccc(C(C)(C)C)cc1 (stereo not drawn),-15,-0.7,-2,128,10,11,0.6,-16,-5
CCn1c(=S)ccc2ccc(OC)cc21,0,0.4,0,101,-2,-11,0.0,3,5
CC(C)CN(C)C(=O)CCc1nnc(Cc2ccc(-c3ccccc3)cc2)o1,-5,1.2,8,93,3,4,0.3,0,9
CC(C)=C1C2CCC1C1C(=O)N(c3nc(-c4ccc(F)cc4)c(C)s3)C(=O)C21 (stereo not drawn),11,0.9,3,99,-2,3,-0.1,-1,-3
Cc1cc(C)c2c(=O)[nH]c(SCC(=O)Nc3cccc(S(=O)(=O)N(C)C)c3)nc2n1,.,.,4,88,3,-3,0.0,.,5
O=C(Cn1cnc2c(cnn2-c2ccc(Cl)cc2)c1=O)NCCc1ccccc1,10,-2.1,5,95,8,16,0.0,0,7
Cc1cc(C(=O)CSc2nnc(-c3cccs3)o2)c(C)n1-c1ccccc1,3,1.7,1,94,2,4,0.3,-2,-5
Cc1cc(C)cc(N2CC34C=CC(O3)C(C(=O)OCC(=O)NCc3ccco3)C4C2=O)c1 (stereo not drawn),-1,-0.6,5,99,-4,-7,-0.1,0,7
Nc1cnn(Cc2ccccc2F)c1,-10,-0.2,8,95,6,7,0.2,1,1
CC(Cc1c[nH]c2ccccc12)NC(N)=O (stereo not drawn),-14,-0.8,2,94,-2,5,0.0,-2,3
COC(=O)[C@@]12CCCCN1[C@H](c1ccc(-c3cc(C(C)=O)cs3)cc1)[C@H]1C(=O)N(C)C(=O)[C@H]12,-7,-1.9,5,101,8,20,-0.1,-2,1
O=C(N/N=C/c1c(F)cccc1Cl)c1ccc(Cn2cc(Br)cn2)o1,14,-3.9,-1,98,0,10,0.0,-2,1

(further entries)
compound,EBNA-1 inh,MEX-5 binding,Bcl-xL primary,Yeast superoxide,GLD-1 TGE inh,ZTA counter,Efflux pump mplx,Fam108B counter,MCL1-BIM inh
O=C(Nn1c(Cc2cccs2)nc2ccccc2c1=O)c1ccc(F)c(F)c1,0,0.0,2,108,2,-3,-0.1,-4,7
COCc1ccc(-c2c(-c3ccsc3)sc3ccccc23)cc1,.,.,-1,128,8,0,-0.1,.,-3
COCCn1c(SCC(=O)Nc2ccccc2F)nc2c([nH]c3ccccc32)c1=O,0,-1.9,2,110,3,15,0.0,-1,2
COc1ccc(OC)c(S(=O)(=O)N2CCC3(CC2)CC(=O)c2ccccc2O3)c1,-6,2.4,3,93,8,6,0.0,-1,0
Oc1ccc(C[C@H]2CNCCN2CCC23CC4CC(CC(C4)C2)C3)cc1,4,2.0,-4,90,-1,-16,0.1,-3,-4
CCCCOc1ccc(C(C)NC(=O)C2CCCN(S(=O)(=O)CCC)C2)cc1 (stereo not drawn),-3,0.4,0,105,-4,0,-0.1,0,-4
CC(C)C(NS(=O)(=O)c1ccc2c(c1)Cc1cc(S(=O)(=O)NC(C(=O)O)C(C)C)ccc1-2)C(=O)O (stereo not drawn),2,-1.9,10,101,2,-20,0.0,3,9
CCOC(=O)Cn1cc(C#N)c(=O)[nH]c1=O,1,1.0,0,99,8,-2,-0.1,4,-4
CC(Oc1cc2oc(=O)c3c(c2cc1Cl)CCCC3)C(=O)NCc1ccncc1 (stereo not drawn),-6,3.6,0,91,6,-2,-0.1,0,-8
O=C(N/N=C/c1cccs1)c1ccc(-n2cccc2)cc1,1,0.0,5,91,0,-11,0.3,-6,10
CCc1noc(C)c1C(=O)Nc1nc(-c2cccs2)cs1,8,-1.7,4,99,6,-2,-0.2,-2,-5
NS(=O)(=O)c1cccc(NC(=S)NC(=O)c2cccc([N+](=O)[O-])c2)c1,-2,-0.5,5,95,2,-9,0.0,5,2
O=S1(=O)N=C(N/N=C/c2ccco2)c2ccccc21,-18,-1.7,9,91,0,1,0.2,2,8
CN(CC(=O)Nc1ccccc1Br)C(=O)CNC(=O)c1cccs1,.,.,1,94,4,14,0.0,.,1
O=C(c1cc(COc2c(F)cccc2F)on1)N1CCN(C2CCCCC2)C(=O)C1,1,1.8,11,114,1,-1,0.0,1,4
Cc1ccc(S(=O)(=O)N(C)CCCC(=O)Nc2ccncc2)cc1,5,1.2,3,103,-2,-16,-0.1,3,2
CN(CC(=O)NCc1cccs1)CC(=O)Nc1ccc(F)c(F)c1F,-1,1.0,5,100,7,-4,0.0,-2,5
Cc1c2cnn(CC(=O)NCCCN3CCCCC3C)c(=O)c2c(C)n1Cc1ccccc1 (stereo not drawn),-2,-1.3,24,84,-36,-2,-0.1,0,15
Cc1ccc(NC(=S)N(Cc2cccs2)Cc2cc3cccc(C)c3[nH]c2=O)cc1,-13,-2.4,1,116,4,-6,8.9*,0,14
NC(=S)N/N=C/c1ccccc1OCc1cccc(Cl)c1,-13,2.3,4,98,11,-7,0.1,-4,6

More results
compound,EBNA-1 inh,MEX-5 binding,Bcl-xL primary,Yeast superoxide,GLD-1 TGE inh,ZTA counter,Efflux pump mplx,Fam108B counter,MCL1-BIM inh
CC1CC(=O)C2=C(C1)Nc1ncnn1C2c1ccccc1 (stereo not drawn),12,-0.3,-2,104,12,1,0.1,4,1
Cc1cc(C(=O)Nc2c(F)cc(F)cc2Br)c(C)o1,3,-2.2,3,100,6,2,-0.1,0,-7
O=C(c1cccc(F)c1)N1CCN(c2ccc([N+](=O)[O-])c3cccnc23)CC1,-13,-0.8,3,106,-10,-13,0.4,-5,1
O=C(Nc1ccc(NC(=O)c2cccnc2Cl)cc1)c1cccc(Cl)c1,22,-0.2,5,106,1,-4,0.0,-1,3
CS(=O)(=O)Nc1ccccc1C(=O)NCc1ccccc1Cl,4,0.4,0,102,-4,-7,-0.2,-2,-5
O=C(Cn1cc(C(=O)C2CCCCC2)c2ccccc21)NCC1CCCO1 (stereo not drawn),-6,1.6,4,102,-2,3,0.0,5,-6
CCN(CC(=O)Nc1ccc2c(c1)OCCO2)S(=O)(=O)c1ccc(F)cc1,0,2.4,-2,107,2,18,0.0,3,6
CCOCCCNCc1cc(Br)ccc1OCc1ccccc1,-1,-1.5,3,97,4,-14,0.3,1,22
Cc1ccc(-c2ccc(/C=N/NC(=O)CN3CCOCC3)o2)cc1[N+](=O)[O-],12,-5.0,9,113,15,12,0.0,-4,15
O=C(CNc1ccc(Br)cc1)Nc1cccc(S(=O)(=O)N2CCCC2)c1,.,.,-4,96,2,-1,-0.2,.,-9
COc1ccc(-c2nc(CN3CCN(Cc4cccc(Cl)c4)CC3)c(C)o2)cc1,2,2.3,7,104,2,-4,-0.2,0,11
COC(=O)C1=C(C)NC(=O)CC1c1ccc(C(=O)OC)cc1 (stereo not drawn),8,1.3,8,99,-2,8,0.0,1,9
CNC(=O)CSc1nc2ccccc2c(=O)n1-c1cc(OC)ccc1OC,-7,1.4,4,101,-3,-9,-0.1,2,-4
COc1cc(OC)c(OC)cc1/C=N/NC(=O)c1ccc(=O)n(C)c1,0,0.4,3,96,7,-30,-0.2,2,-3
COc1cccc(-c2nc(-c3ccc(Br)o3)no2)c1,-16,.,-8,96,-1,5,0.3,-2,-1
CC(C)Cn1c(N)c(C(=O)COC(=O)c2ccc(F)cc2)c(=O)n(C)c1=O,-10,-1.0,-8,110,9,1,0.0,2,-6
O=C(O)c1cn(-c2ccc(F)c(F)c2)c2c(F)c(F)c(F)c(F)c2c1=O,1,0.3,5,92,-1,-8,-0.2,7,11
CCOC(=O)CC(=O)CSc1ncnc2c1nnn2-c1ccc(F)cc1,-6,0.6,10,101,-7,-20,0.4,-4,0
CCCCCCCC[n+]1cccc(C(=O)N2c3c(nc(N)[nH]c3=O)NC(C)C2C)c1 (stereo not drawn),-9,2.7,-10,104,-10,16,0.3,1,-31
O=C(NCc1ccncc1)C(=O)NCc1ccco1,14,2.3,2,93,-1,15,0.0,0,5

Remaining list, next part
compound,EBNA-1 inh,MEX-5 binding,Bcl-xL primary,Yeast superoxide,GLD-1 TGE inh,ZTA counter,Efflux pump mplx,Fam108B counter,MCL1-BIM inh
CCN1CCCC1CNC(=O)c1cc(S(=O)(=O)N(C)C)ccc1Cl (stereo not drawn),1,0.6,2,99,5,-2,-0.2,0,4
O=C1CNC(=O)/C1=C\N1CCCCC1,0,-3.7,3,103,2,3,0.0,3,6
COc1cccc2cc(/C(=N/O)c3ccccc3)oc12,0,1.7,0,114,-9,0,0.1,-1,2
Cc1noc(C)c1COc1ccc(C(=O)OCC(=O)Nc2c(C)n(C)n(-c3ccccc3)c2=O)cc1,7,-1.2,-3,98,-4,-3,0.0,-3,-10
O=C(NNS(=O)(=O)c1cc(Cl)cc(Cl)c1)c1sccc1-n1cccc1,-3,2.4,14,93,-6,-9,-0.1,3,12
O=S(=O)(c1ccccc1)c1nnn2c1nc(NC1CCN(Cc3ccccc3)CC1)c1ccccc12,-4,-6.7,8,107,3,-2,-0.2,-4,-2
O=C1C2C3c4ccccc4C(c4ccccc43)C2C(=O)N1Cc1ccco1 (stereo not drawn),-11,-1.1,4,120,3,-7,0.0,-3,7
COc1ccc(N=Nc2ccc(O)c3ncccc23)cc1,-16,-4.1,4,103,1,-5,0.3,3,11
COCc1cc(=O)[nH]c(/N=C(\N)Nc2ccc(Oc3ccccc3)cc2)n1,1,1.6,4,96,1,-4,-0.1,2,4
Cc1ccc(C)n1-c1nccc(-c2ccco2)n1,-3,0.5,4,109,5,14,0.0,-4,0
CCCn1c(SCC(=O)Nc2cc(S(=O)(=O)N3CCOCC3)ccc2OC)n[nH]c1=O,-6,1.8,6,92,2,-12,0.1,3,7
CCOC(=O)C1CCN(C(=O)C2CCN(S(=O)(=O)c3ccc4c(c3)CC(C)N4C(C)=O)CC2)CC1 (stereo not drawn),-21,-6.2,-11,90,-5,-9,0.2,3,-10

Screening data from PubChem.
